D2 potentiator = positively modulates the human D2 dopamine receptor allosterically; AID 485347; 340,000 tested, 0.34% active; HEK293 T-REx D2, calcium flux, EC20 dopamine potentiation; potentiation, % at 10 µM;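 active means potentiation over 3 SD above the plate norm, cut at about 30% in these data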; further: 0% is about no effect
Target sequence (P14416 whole entry, looked up): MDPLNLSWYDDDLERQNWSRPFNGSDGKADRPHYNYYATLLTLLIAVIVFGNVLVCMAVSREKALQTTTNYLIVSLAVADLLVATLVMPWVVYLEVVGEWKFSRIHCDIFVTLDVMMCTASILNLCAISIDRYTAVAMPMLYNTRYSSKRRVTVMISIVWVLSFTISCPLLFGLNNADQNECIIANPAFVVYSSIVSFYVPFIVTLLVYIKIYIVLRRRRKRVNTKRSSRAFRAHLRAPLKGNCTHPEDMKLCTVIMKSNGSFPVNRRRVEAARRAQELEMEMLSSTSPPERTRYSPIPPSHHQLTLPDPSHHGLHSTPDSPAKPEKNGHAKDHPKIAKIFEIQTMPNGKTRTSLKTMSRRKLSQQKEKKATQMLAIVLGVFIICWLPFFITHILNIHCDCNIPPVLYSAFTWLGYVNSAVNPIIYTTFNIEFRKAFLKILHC
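Tetracycline-induced Hek293 Trex D2 cells, force-coupled to calcium, loaded with no-wash calcium dye. Compound added with 180 s kinetic read for agonism, then EC20 dopamine and a further 180 s read for potentiation.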
D1 antagonist = blocks dopamine activation of the human D1 receptor | P21728 | HEK293 TREx D1 cells, calcium flux, dopamine EC80; active compounds read low | activity change, negative = inhibition, % at 10 µM | 360,000 tested, 3.2% active | AID 504652; in the data active means activity change below about -30%; further: on the % scale 0 is the no-effect control and ±100 the full control effect
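Antagonism measured as reduced calcium response to an EC80 dopamine addition following 180 s compound pre-read; cells were inducible HEK293 Trex D1 plated overnight at 30 C, read kinetically at 1 cycle/sec.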
D2 ag = activates the human D2 dopamine receptor. P14416. HEK293 T-REx D2 cells, calcium flux agonist mode. activation, % at 2 µM. 340,000 tested, 0.53% active;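 active means activation over 3 SD above normal in the single-dose calcium agonist read, cut at about 30% in these data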; further: 0% is about no effect
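Tetracycline-induced HEK293 Trex cells with D2 receptor force-coupled to calcium signaling, plated overnight at 30 C and loaded with no-wash calcium dye. Calcium flux read kinetically for 180 s after compound addition; responses flag agonists.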
TRHR enhancer = allosteric enhancers of human TRH receptor; P34981; TRHR cells, fluo-8 calcium fluorescence, EC20 TRH enhancement; enhancement, % at 2 µM; 360,000 tested, 0.66% active; AID 493056; in the data active means enhancement above about 30%; further: 0% is about no effect
Target sequence (P34981 whole entry, looked up): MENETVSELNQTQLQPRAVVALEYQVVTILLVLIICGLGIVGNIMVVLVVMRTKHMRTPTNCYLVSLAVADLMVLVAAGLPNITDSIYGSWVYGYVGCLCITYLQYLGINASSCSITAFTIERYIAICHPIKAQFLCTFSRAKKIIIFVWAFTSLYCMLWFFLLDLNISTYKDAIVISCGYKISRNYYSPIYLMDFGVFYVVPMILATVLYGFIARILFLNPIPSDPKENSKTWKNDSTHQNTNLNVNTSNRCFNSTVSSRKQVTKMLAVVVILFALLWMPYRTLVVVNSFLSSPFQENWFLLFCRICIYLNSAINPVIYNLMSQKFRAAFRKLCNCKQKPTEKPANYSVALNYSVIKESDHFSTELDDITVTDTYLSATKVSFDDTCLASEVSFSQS
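Enhancer read-out: after compound pinning and an initial kinetic agonist-mode read, an EC20 of TRH (10 nM final) was injected and fluo-8 calcium signal (Ex 480/Em 530) followed at 1 s/cycle for 100 cycles in TRHR-expressing cells.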
D1 ag = activates the human D1 dopamine receptor | HEK293 T-REx D1 cells, calcium flux, agonist mode | activation, % at 2 µM | 360,000 tested, 1% active | AID 504660; in the data active means activation above about 30%; further: 0% is about no effect
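Inducible HEK293 T-REx D1 cells, force-coupled to calcium signalling, were plated at 4000 cells/well with tetracycline and held overnight at 30 C. After no-wash calcium dye loading, compound-evoked calcium rise over 180 s flagged agonists.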
D2 antagonist = antagonists of human D2 dopamine receptor | HEK293 TREx D2 cells, calcium flux, dopamine EC80 | inhibition, % at 10 µM | 340,000 tested, 2% active | AID 485344; in the data active means inhibition above about 30%; further: 0% is about no effect
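Tetracycline-induced HEK293 TREx cells expressing D2 receptor forced-coupled to calcium signalling, loaded with no-wash calcium dye. Compounds added and calcium flux read 180 s, then dopamine added at EC80 and read a further 180 s.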
RXFP1 antag = RXFP1 (human) relaxin receptor antagonism; Q9HBX9; HEK293-RXFP1, relaxin-stimulated cAMP HTRF, 30 min; active compounds read low; activity change, negative = inhibition, % at 57.5 µM; 350,000 tested, 0.59% active;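 active means activity change of -60% or lower, but not beyond a set lower limit; inconclusive means change between -60% and -40%, or beyond the set limit; inactive means change above -40%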; further: on the % scale 0 is the no-effect control and ±100 the full control effect
RXFP1 agonist = RXFP1 (human) receptor agonism; Q9HBX9; HEK293T-RXFP1 cAMP TR-FRET, 30 min; response scale: percent of porcine relaxin response, buffer zero; Potency, µM (highest dose often 57.5 µM), without a hit: at the top dose activation, actives largely listed as activators; 370,000 tested, 0.3% active; AID 2676; active means well fitted activation curve with a large enough effect; inconclusive means small, poorly fitted or top-dose-only effect; further: potency means the concentration at half of the fitted maximal effect; on the % scale 0 is the no-effect control and ±100 the full control effect; nearly all actives have a fitted effect of over 60% in size; many of its hits are not listed in these tables
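cAMP rise read by TR-FRET after 30 min, 37C compound exposure (up to 58 uM) in RXFP1-transfected HEK293 cells with Ro 20174 present. EC50 from Hill-equation fits, with 29 nM porcine relaxin as 100% and buffer as basal.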
D1 potentiator = human D1 dopamine receptor positive modulation; P21728; HEK293 TREx D1 cells, calcium flux, dopamine EC20 potentiation; potentiation, % at 10 µM; 360,000 tested, 0.036% active; in the data active means potentiation above about 30%; further: 0% is about no effect
An asterisk follows results filed as active; ? = inconclusive; · = no result given; & = joins results of further samples.

compound,D1 potentiator,D1 antagonist,RXFP1 agonist,TRHR enhancer,D2 potentiator,RXFP1 antag,D2 antagonist,D2 ag,D1 ag
CN(C)S(=O)(=O)c1cccc(C(=O)OCC(=O)Nc2sccc2C#N)c1,-7,-14,0.3%,-7,-3,12,4,-1.6,7
CCOC(=O)c1c(C)[nH]c(C)c1S(=O)(=O)N(C)CC(=O)Nc1cccc(C(F)(F)F)c1,1,9,3.3%,-12,2,·,·,-0.3,2
CCOc1cc(-c2ccc(OC(=O)c3ccc(OC)cc3)c(OC)c2)cc(=O)c2c(C)oc(C)c12,-2,9,0.2%,-1,9,-17,·,·,9
COc1cc(C(=O)N2CCC(c3nc(-c4cccnc4)no3)CC2)cc(OC)c1OC,-3,-28,0.1%,3,5,12,8,0.3,3
Cc1ccccc1CN1CCCC(C(=O)Nc2ccccc2Oc2cccnc2)C1 (configuration not stated),2,-1,-2.8%,8,·,4,·,·,2
COc1ccc2c(c1)O[C@H](c1ccc3c(c1)OCO3)[C@@H](O)C2=O,2,0,0.2%,1,4,·,0,0.0,0
Cc1cccc(N(C(=O)Nc2ccccc2)C2=NCC(C)S2)c1 (configuration not stated),·,9,-1.0%,12,0,·,-14,0.4,7
O=C(Cn1cc(SCc2ccc(C(F)(F)F)cc2)c2ccccc21)N1CCOCC1,-2,7,0.4%,1,-1,?,·,0.3,3
CCOc1ccccc1OCCOCCOc1ccccc1[N+](=O)[O-],-4,3,5.3%,-3,6,17,-22,0.5,4
Cc1noc(C)c1COc1ccc(C(=O)OCC(=O)NC2CCCCC2C)cc1 (configuration not stated),-4,-20,2.6%,-11,-4,-10,-1,0.9,15
COc1ccc(-n2c(SCC(=O)NCc3ccccc3)nc3ccsc3c2=O)cc1,-1,10,?,-1,14,11,·,0.1,5
O=C(CO/N=C/c1cccc([N+](=O)[O-])c1)NC1CCCCC1,3,13,0.1%,-4,4,4,-1,0.1,0
COc1ccc(NC(=O)CN(C)C(=O)C(NC(=O)c2ccco2)C(C)C)cc1 (configuration not stated),-4,-9,0.4%,0,-1,0,5,0.0,1
CCOC(=O)/C(C#N)=C\C=C1C=CN(C)C=C1,-3,-20,-2.1%,0,5,-12,7,19,45*
CC(=O)OCC(OC(C)=O)C(OC(C)=O)C(OC(C)=O)C(=O)Nc1ccc(C)cc1C (configuration not stated),0,-8,1.2%,-9,-3,-6,-10,-0.8,0
COCC(=O)Nc1ccc(C(=O)Nc2ccccc2Cl)cc1,5,0,0.9%,0,·,·,·,·,4
COCCn1c(N)c(N(Cc2ccccc2)C(=O)CSCC(=O)Nc2ccc(OC)cc2)c(=O)[nH]c1=O,0,-5,-0.4%,4,4,-7,6,0.9,2
Cc1ccc(OCCC(=O)OCC(=O)Nc2ccc(F)cc2)cc1,-7,-3,0.2%,5,-2,-5,6,1.8,0
CC(=O)Nc1cccc2c1C(=O)NC2=O,-4,-2,-0.3%,-4,28,4,10,1.3,2
CN(C)C1=NCCN1CCCCc1ccccc1,-4,8,-0.1%,1,-2,·,-9,0.2,1
CC(C)(C)C(=O)N1CCN(c2c(Cl)cccc2[N+](=O)[O-])CC1,-6,-52*,0.6%,21,-3,0,7,0.5,2
C#CCSc1nc(C)cc(C(=O)OCC)c1C#N,-2,-3,0.4%,-1,-1,-10,-4,-1.6,1
CCn1c(CSc2nnc(-c3ccc4c(c3)OCO4)o2)nc2cc(S(=O)(=O)N(C)C)ccc21,-3,-2,1.4%,0,5,-3,9,0.9,0
Cc1ccc(NC(=O)c2cc(S(=O)(=O)N3CCCC3)c[nH]2)c(C)c1,-2&-6,-14&-17,-1.7%&4.2%,27&7,0&6,3,-4,0.5&0.4,1&9
CCc1cnc2c(c1SCC(=O)Nc1cc(Cl)ccc1OC)c(=O)n(C)c(=O)n2C,1,·,1.5%,-8,-3,-4,·,-0.6,0
O=C(O)C1CCCCC1C(=O)Nc1ccc(S(=O)(=O)N2CCCCC2)cc1 (configuration not stated),-8,-24,4.7%,-11,-5,-1,2,0.2,4
O=S(=O)(Nc1nc2ccccc2nc1NCc1ccco1)c1cccs1,-4,-1,-0.1%,-2,-5,1,-18,0.2,4
COCCN(C(=S)Nc1ccccc1C)C(C)c1cccs1 (configuration not stated),4,-4,-0.7%,6,-5,-3,-12,-0.2,3
CCc1cccc(-n2c(=O)c3cccnc3n2CC(=O)Nc2ccc(OC)c(Cl)c2)c1,-7,-63*,5.5%,-2,0,-1,·,0.3,4
CC(C)c1ccc(NC(=O)C2CCN(S(=O)(=O)c3ccc4c(c3)NC(=O)CO4)CC2)cc1,6,7,0.6%,4,-14,-9,-4,0.2,6
CC(C)Cn1c(SCC(=O)c2c(N)n(C)c(=O)n(C)c2=O)nc2ccccc21,4,15,13%,-4,7,3,-14,0.6,0
COc1ccc(Oc2c(C=O)c3ccccc3n2C)cc1,0,-12,-0.1%,1,14,-29,·,·,0
COc1cc(/C=N/NC(=O)c2cccc(NC(=O)c3ccccc3Cl)c2)ccc1O,-4,-5,0.5%,-6,-9,-8,8,-1.2,0
Cc1nc2cc(-c3ccccc3)[nH]n2c(=O)c1C,4,12,2.7%,6,9,-4,15,0.3,1
CC(=O)c1ccc(S(=O)(=O)N2CCN(C(=O)C3CCCC3)CC2)cc1,-8,-1,2.3%,0,1,4,11,0.9,6
O=C(COC(=O)/C=C/c1ccc(C(F)(F)F)cc1)NC1CCS(=O)(=O)C1 (configuration not stated),-2,-2,0.1%,4,·,-7,·,·,15
Cc1ccc(NC(=O)CNC(=O)c2ccco2)nc1,-3,-3,0.4%,20,-12,0,-11,0.9,2
CN(C)S(=O)(=O)c1ccc(NC(=O)CSc2ncnc3ccccc23)cc1,2,1,3.6%,-6,-1,-7,5,0.0,3
CCN(CC)S(=O)(=O)c1ccc(OC)c(NC(=O)C2CC(=O)N(c3ccc(C)cc3)C2)c1 (configuration not stated),0,13,-1.3%,-10,-2,-25,0,-3.2,1
Cc1ccc(S(=O)(=O)Nc2ccc(C(=O)N3CCN(c4ccccc4O)CC3)cc2)cc1[N+](=O)[O-],-2,-13,0.3%,5,2,-16,-9,0.0,2
Cn1c(C(=O)N2CCCC(C(=O)c3ccc(C(F)(F)F)cc3)C2)cc(=O)n(C)c1=O (configuration not stated),-4,2,6.7%,-5,1,4,1,0.6,2
Cc1ccc(C(=O)/C=C/c2cn(CC(O)CN3CCCCCC3)c3ccccc23)cc1 (configuration not stated),-3,-24,0.5%,5,-15,-36,·,2.6,59*
Cn1c(C(=O)N2CCN(c3cccc(C(F)(F)F)c3)CC2)cc2sccc21,1,-4,2.4%,3,-13,1,16,0.4,3
COc1cccc(C2=NOC(C(=O)Nc3cccnc3Cl)C2)c1OC (configuration not stated),-1,-14,4.0%,6,6,-9,1,0.9,15
CCNC(=S)N/N=C1\CCCCc2ccccc21,-1,10,-0.8%,12,-4,·,-11,-0.3,2
O=P1(Nn2cnnc2)C=C(c2ccccc2)OC(c2ccccc2)=C1,1,3,-1.3%,3,7,-10,-1,0.1,0
COc1ccc(C(=O)NCCc2csc(-c3ccc(Cl)cc3)n2)cc1,-6,-25,-0.9%,-1,13,·,·,0.8,4
Cn1c(/N=C/c2cccs2)nc2ccccc21,-5,21,-3.3%,3,2,16,-3,-0.7,2

Record cards, from the list above. Screens in order: D1 potentiator, D1 antagonist, RXFP1 agonist, TRHR enhancer, D2 potentiator, RXFP1 antag, D2 antagonist, D2 ag, D1 ag
Results for Cn1c(/N=C/c2cccs2)nc2ccccc21 = -5, 21, -3.3%, 3, 2, 16, -3, -0.7, 2
Results for Cc1ccc(C(=O)/C=C/c2cn(CC(O)CN3CCCCCC3)c3ccccc23)cc1 (configuration not stated) = -3, -24, 0.5%, 5, -15, -36, ·, 2.6, 59*

The main list resumes, repeating the two entries before the break.
compound,D1 potentiator,D1 antagonist,RXFP1 agonist,TRHR enhancer,D2 potentiator,RXFP1 antag,D2 antagonist,D2 ag,D1 ag
COc1ccc(C(=O)NCCc2csc(-c3ccc(Cl)cc3)n2)cc1,-6,-25,-0.9%,-1,13,·,·,0.8,4
Cn1c(/N=C/c2cccs2)nc2ccccc21,-5,21,-3.3%,3,2,16,-3,-0.7,2
CC(=O)N1CCc2cc3nc(C)cc(C)c3cc21,0,1,3.2%,-10,-4,-1,·,·,3
COc1ccccc1/C=C/C(=O)OCc1nc2ccccc2c(=O)[nH]1,-5,-7,-1.5%,0,-1,-8,9,-0.3,4
CC(C)=CC(=O)Nc1nc2ccc([N+](=O)[O-])cc2s1,-10,-8,4.0%,-1,9,?,2,0.3,1
O=C(c1ccc(CS(=O)(=O)c2c(Cl)cccc2Cl)o1)N1CCN(c2ccccn2)CC1,·,-16,1.2%,0,1,·,-21,-1.0,6
COc1cc(OC)c(OC)cc1/C=N/NC(=O)c1cnccn1,4,0,1.5%,0,2,-5,-1,1.0,-1
CC(C)(C)NC(=O)COC(=O)c1ccc(Cl)cc1O,2,-28,5.5%,-2,-7,9,12,0.1,2
CCCCNC(=NCc1cccc(C(F)(F)F)c1)Nc1ccccc1,-5,7,-0.3%,-1,5,-26,-22,1.9,24
COc1ccc(N2CCCC2)c(NC(=O)COc2ccccc2Cl)c1,1,-3,1.1%,5,13,0,6,-0.9,3
COc1ccc(C(=O)NC(=S)Nc2ccc(N3CCOCC3)c(Cl)c2)cc1[N+](=O)[O-],-1,-13,-1.2%,-2,6,-6,1,-1.0,9
Cc1ccc(-c2nn(-c3ccc(F)cc3F)c3c2cnc2c(F)cccc23)cc1,0,-20,0.6%,-3,0,7,·,0.8,3
O=c1c2cccnc2n(Cc2cccc(F)c2)c(=O)n1Cc1ccccc1Cl,-5,3,2.9%,-5,-3,·,·,0.4,1
COc1ccc(NC(=O)CCc2nnc3n(CC(C)C)c(=O)c4ccccc4n23)cc1OC,-5,12,1.0%,19,-6,1,·,0.3,-1
COc1ccc(OC)c(S(=O)(=O)Nc2ccc(O)c3ccccc23)c1,-3,-7,0.3%,-2,0,-21,-15,-0.1,3
Cc1cc(Cl)c(S(=O)(=O)N2CC(C)OC(C)C2)cc1OCC(N)=O (configuration not stated),4,-1,-0.3%,-6,28,11,-2,0.3,1
COC(=O)c1ccc(C(=O)OC)nc1,-2,-9,2.2%,1,-3,-4,4,-0.2,1
COc1ccc(N2CCN(C(=O)CN(Cc3ccc(Cl)cc3)S(C)(=O)=O)CC2)cc1,0,-5,0.6%,-7,-4,6,·,·,1

Screens: PubChem, National Center for Advancing Translational Sciences (NCATS)

Only part of the results is shown; count on the stated rates, not on these rows.
